PKA-R1A act: PKA-R1A complex activation; activation, % at 11.4 µM; PKA-R1A dissociation, Cy5-IP20 fluorescence polarization; scaled: DMSO 0%, 113 µM cGMP 100%; 0.083% of 340,000 active;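 active means percent activation above the mean of all tested compounds plus 3 SD, cut at about 19% in these data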;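 further: higher means more PKAc released from R1A so a rise in polarization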
HTR5A inv ag: counter-screen for OPRM1-OPRD1 inverse agonists: human HTR5A inverse agonism; HTR5A cell line, luminescence; 0.083% of 340,000 active; AID 504634; inhibition, % at 9.3 µM; P47898; in the data active means inhibition mostly above about 23%, no sharp cut-off; inactive means mostly below about 18%;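 further: 0% = cells with DMSO and 100% = no-cell wells with DMSO; some compounds called inactive have numbers as strong as hits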
Target sequence (P47898 whole entry, looked up): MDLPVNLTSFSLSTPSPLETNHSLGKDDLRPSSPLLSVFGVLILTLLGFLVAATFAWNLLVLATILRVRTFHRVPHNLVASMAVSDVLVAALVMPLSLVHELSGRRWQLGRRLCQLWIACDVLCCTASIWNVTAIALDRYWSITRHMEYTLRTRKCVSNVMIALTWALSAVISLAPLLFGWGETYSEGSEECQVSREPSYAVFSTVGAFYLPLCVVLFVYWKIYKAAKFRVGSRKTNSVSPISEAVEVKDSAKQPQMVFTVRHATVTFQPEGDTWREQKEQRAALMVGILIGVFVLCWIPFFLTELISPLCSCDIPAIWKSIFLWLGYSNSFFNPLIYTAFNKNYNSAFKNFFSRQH
PKA-R2B act: PKA-R2B complex activation. AID 504700. 0.079% of 340,000 active. P22694+P31323. activation, % at 11.4 µM. PKA-R2B holoenzyme dissociation, Cy5-IP20 fluorescence polarization; R2B truncated from residue 108, S112A mutant; 0% DMSO only, 100% 113 µM cGMP;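 active means activation above a cutoff set at the mean over all compounds plus 3 SD, cut at about 18% in these data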;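 further: higher means more holoenzyme dissociation and a rise in polarization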
V-ATPase pHluor: regulators of yeast V-ATPase proton transport. 0.37% of 350,000 active. response, % at 10 µM. S. cerevisiae, pHLuorin cytosolic pH fluorescence; in the data active means response mostly above about 7.3%, no sharp cut-off; inactive means mostly below about 5.4%; further: actives read high; inactives centre near 0; some compounds called inactive have numbers as strong as hits; reference of the scale not given here
DAGLB inhibitor: blocks human DAGLB lipase activity. Q8NCG7. inhibition, % at 5.17 µM. 0.059% of 340,000 active. AID 504411. HEK293T DAGLB membrane lysate, EnzChek fluorogenic substrate; in the data active means inhibition above about 34%;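 further: 0% = enzyme with vehicle and 100% = wells lacking enzyme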
Target sequence (Q8NCG7 whole entry, looked up): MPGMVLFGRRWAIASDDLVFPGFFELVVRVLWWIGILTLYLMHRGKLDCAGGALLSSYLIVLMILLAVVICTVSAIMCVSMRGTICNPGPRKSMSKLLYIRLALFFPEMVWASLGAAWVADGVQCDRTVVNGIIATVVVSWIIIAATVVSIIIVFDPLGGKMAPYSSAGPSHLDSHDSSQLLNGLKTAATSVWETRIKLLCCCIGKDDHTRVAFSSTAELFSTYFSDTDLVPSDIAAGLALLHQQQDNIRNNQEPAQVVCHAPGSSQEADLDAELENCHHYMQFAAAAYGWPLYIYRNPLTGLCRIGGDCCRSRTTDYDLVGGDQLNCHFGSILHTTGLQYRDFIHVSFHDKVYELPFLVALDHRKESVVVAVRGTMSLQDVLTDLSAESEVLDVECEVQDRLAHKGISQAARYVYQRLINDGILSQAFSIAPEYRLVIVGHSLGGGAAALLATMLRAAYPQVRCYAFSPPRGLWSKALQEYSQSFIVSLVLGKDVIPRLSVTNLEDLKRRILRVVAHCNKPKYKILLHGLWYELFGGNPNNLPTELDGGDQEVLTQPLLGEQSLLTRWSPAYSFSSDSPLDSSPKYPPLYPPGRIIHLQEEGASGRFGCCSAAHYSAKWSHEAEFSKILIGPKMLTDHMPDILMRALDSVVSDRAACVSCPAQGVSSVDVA
Pemphigus Ab inh: blocks pemphigus antibody binding to human desmoglein-3; P32926; DSG3-coupled beads, scFv-anti-DSG3-GFP binding, flow cytometry; hits give low values; binding (percent of control), % at 10 µM; 0.48% of 310,000 active; AID 588358;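 active means binding more than 3 SD below its plate's average and above zero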;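 further: hits lower antibody fragment binding to DSG3; some compounds called inactive have numbers as strong as hits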
MOR-DOR inv ag: inverse agonists of human mu-delta opioid receptor heterodimerization | inhibition, % at 9.3 µM | cell-based MOR-DOR heterodimer luminescence, inverse agonism | P35372+P41143 | 0.21% of 340,000 active; in the data active means inhibition above about 22%, passing the limit was not always enough;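 further: 0% = cells with DMSO and 100% = wells without cells with DMSO; values of inactives mirror those of a sister screen read the other way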
Arr AP2 block: blocks beta-arrestin peptide binding to AP2 adaptin. 0.31% of 340,000 active. inhibition, % at 10 µM. FITC-arrestin peptide / GST-AP2 beads, flow cytometry; AP2 beta2 appendage carries R879A mutation;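 active means inhibition above a set limit, near 3 SD of compounds lacking own fluorescence, cut at about 54% in these data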;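 further: plate controls were DMSO wells for no effect and 5 µM unlabelled arrestin peptide for full effect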
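Test system: GST-tagged AP2 beta2-adaptin appendage (R879A) on 4 µm glutathione beads; also added: fluorescein-tagged arrestin peptide at 50 nM final; timing: 12 min plus 1 h, RT; signal: flow cytometry, FL1 (488/535 nm); read-out: percent drop in bead-associated FITC signal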
HTR5A ag ctr: HTR5A agonism, opioid heterodimer counter-screen | P47898 | HTR5A agonist assay, luminescence, cell-based | activation, % at 9.3 µM | 0.61% of 340,000 active | AID 504692; in the data active means activation mostly above about 9.5%, no sharp cut-off; inactive means mostly below about 7.6%;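 further: 0% = cells with vehicle only and 100% = reference agonist; strong numbers were not always called active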
OPRM1-OPRD1 ag: OPRM1-OPRD1 heterodimerization agonism. activation, % at 9.3 µM. cells, luminescence. AID 504326. 0.3% of 340,000 active; in the data active means activation above about 18%;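 further: 0% = vehicle-treated cells and 100% = reference agonist; values of inactives mirror those of a sister screen read the other way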
* = called active by the depositor; x = no result given. Outcome played no part in choosing rows, and some 2.4% of all compounds hit somewhere here.

structure,PKA-R1A act,PKA-R2B act,OPRM1-OPRD1 ag,HTR5A inv ag,HTR5A ag ctr,Pemphigus Ab inh,MOR-DOR inv ag,DAGLB inhibitor,V-ATPase pHluor,Arr AP2 block
CC(=O)c1ccccc1NC(=O)c1ccc(N2CCCC2=O)cc1,0,2,0.1,3,2,128,-1,1,-1,16
CCn1nccc1C(=O)Nc1ccc(Cl)c(Cl)c1,-5,-13,2.5,-6,-2,x,-16,-1,6,3
CCOc1cc(/C=C2\C(=N)N3N=C(S(=O)(=O)CC)SC3=NC2=O)ccc1OC(=O)c1ccco1,8,3,-1.7,5,-1,84,9,8,-2,23
Oc1ccc(C2=NNC(=NCc3ccc4c(c3)OCO4)SC2)c(O)c1,-4,-14,-0.2,-5,2,101,1,2,3,-7
CCOC(=O)C1=C(C)NC(=S)NC1c1ccc(OCC(=O)N2CCCCC2)cc1 (configuration not stated),-2,-4,-1.9,-2,1,110,10,-1,8,-13
CC(NCC(=O)Nc1ccccc1C(=O)NC1CC1)c1ccc(S(C)(=O)=O)cc1 (configuration not stated),-9,-3,-5.0,-8,-6,97,20,-2,-2,4
CCCCC(CC(C)O)c1n[nH]c(=S)n1-c1ccccc1 (configuration not stated),-7,-6,-2.5,20,5,x,12,2,4,5
COc1ccc(CNC(=O)Cc2ccc(OC)c(S(=O)(=O)N3CCOCC3)c2)cc1,9,-1,-0.1,-30,-2,124,1,-1,-1,-1
CCC(=O)NC(NC(=S)Nc1ccccc1Br)C(Cl)(Cl)Cl (configuration not stated),-10,12,0.8,0,0,101,-4,3,-1,-4
Cc1nc(SCC(=O)NCc2ccc3c(c2)OCO3)nc(C)c1C,-5,2,-2.5,-18,7,x,10,-1,0,-5
COc1ccc(C(=O)Nc2c(N)nc(SCC(=O)Nc3ccc(C(C)=O)cc3)[nH]c2=O)cc1,-7,5,-0.1,-4,2,98,0,2,3,-5
S=C(NNc1ccc2ccccc2c1)NC1CCCCC1,-3,-11,2.6,21,-1,124,-14,11,-1,26
O=C1CCCc2oc3ccc(O)cc3c21,1,6,-3.4,1,0,101,18,-2,1,1
CCc1ccc2nc(SCC(=O)N3CC(=O)Nc4ccccc43)c(C#N)cc2c1,-1,-7,-1.8,-1,5,90,11,1,-3,7
O=C(COC(=O)C1CC1)NCc1ccccc1,4,-7,-3.1,1,1,105,15,-1,8,20
COc1ccc(Oc2nccc(-c3ccc(F)cc3)c2C#N)cc1,0,2,0.3,-11,8,109,-1,-7,-4,-10
COc1cc(/C=C/C(=O)OCC(=O)Nc2ccccc2Cl)cc(OC)c1OC,-3,-11,15,14,1,68,-79,-5,5,45
Cc1ccccc1CC1(CO)CCCN(C(=O)CCN2CCCO2)C1 (configuration not stated),4,-8,-2.2,-2,1,89,11,2,1,4
Cc1cccc(N2CCN(S(=O)(=O)c3ccc4c(c3)CC(C)N4C(=O)C3CC3)CC2)c1C (configuration not stated),1,14,0.3,6,1,104,-1,-9,-4,-3
COCCn1c(SCC(=O)c2c(N)n(C)c(=O)n(C)c2=O)nc2ccccc21,-6,3,-1.1,-1,0,115,5,-1,-1,17
COc1ccc(Cc2nnc(NC(=O)c3cccs3)s2)cc1,-6,-1,-0.9,14,-6,100,5,1,5,7
CCC12CC3CC(C1)CC(C(=O)O)(C3)C2,1,1,-0.2,11,-2,97,1,4,1,-4
O=C(Nc1ccc(Cl)cc1F)c1cc(S(=O)(=O)N2CCCCC2)ccc1F,-15,0,-0.8,6,3,81,4,0,-2,9
CC1(C)S[C@@H]2C(C(=O)OCc3ccccc3)NC(=O)N2C1C(=O)OCc1ccccc1 (some centres not stated),-8,-1,2.2,10,0,104,-12,-9,6,-10

Taken from above:
In OPRM1-OPRD1 ag, COc1ccc(Cc2nnc(NC(=O)c3cccs3)s2)cc1 has -0.9
In Arr AP2 block, CC1(C)S[C@@H]2C(C(=O)OCc3ccccc3)NC(=O)N2C1C(=O)OCc1ccccc1 (some centres not stated) has -10

(continued)
structure,PKA-R1A act,PKA-R2B act,OPRM1-OPRD1 ag,HTR5A inv ag,HTR5A ag ctr,Pemphigus Ab inh,MOR-DOR inv ag,DAGLB inhibitor,V-ATPase pHluor,Arr AP2 block
CC(CC(=O)O)CC(=O)Nc1ccc(S(N)(=O)=O)cc1 (configuration not stated),2,-11,-3.2,-5,-5,108,19,2,-2,5
Cc1ccc(S(=O)(=O)Cn2nnnc2C(CC(C)C)N2CCN(c3ccccc3)CC2)cc1 (configuration not stated),5,-7,-1.1,-16,-2,x,7,-1,1,30
C[C@H]1CN([C@@H](C)CO)C(=O)CCCn2nncc2CO[C@H]1CN(C)S(=O)(=O)c1ccc2ccccc2c1,9,3,x,x,x,102,x,-2,0,x
NC(=O)c1ccc(NC(=O)COC(=O)c2ccc(Br)o2)cc1,-6,-8,-1.7,-3,2,103,6,-2,1,4
CC(=O)Nc1cccc(C(=O)OCC(=O)N2CCN(C(=O)COC(=O)c3cccc(NC(C)=O)c3)CC2)c1,-17,-6,-2.4,-8,3,102,10,-4,-2,35
Cc1c(C(=O)N2CCCC2)sc(NC(=O)c2ccccc2)c1C#N,6,-13,-0.9,-30,7,89,5,0,0,2
COc1ccc(CC(NC(C)=O)C(=O)NC2CCN(C(=O)c3ccc(Cl)cc3)CC2)cc1 (configuration not stated),-7,19*,-0.3,-10,4,x,3,-1,0,28
O=C1CC(N2CCN(Cc3ccc4c(c3)OCO4)CC2)C(=O)N1c1cccc(Cl)c1 (configuration not stated),0,-7,0.1,-18,3,100,0,2,1,-4
CCCCCCNC(=O)c1ncn[nH]1,-9,0,0.9,-28,6,110,-5,0,4,12
COc1ccc(NC(=S)NC(C)Cc2cccs2)cc1 (configuration not stated),7,-2,-1.8,5,-2,81,12,-9,-3,5
COc1ccc(OC)c(-c2nnc3n2N=C(c2ccc(OC)c(OCC4CC4)c2)CS3)c1,-13,4,0.3,3,9,105,-2,2,-9,8
O=C(COc1ccc(Cl)cc1Cl)N/N=C/c1ccc[nH]1,-3,-3,1.0,-8,2,105,-5,1,1,-4
Cc1ccccc1C1CCCN(Cc2nc(C3CC3)no2)C1 (configuration not stated),-2,-3,1.1,-7,6,103,-8,-7,2,-5
Cn1nc(C(=O)OCc2ccc(Br)cc2F)c2ccccc2c1=O,1,1,-1.5,11,-4,96,7,3,0,-7
CCCCCCN1C[C@@H](n2cc(C3CC3)nn2)[C@H](O)C[C@@H]1c1ccc(C)cc1,4,-7,x,x,x,x,x,-2,0,x
Cc1nc(C)n(CC(=O)N2CCCC(C(=O)c3cccc4ccccc34)C2)n1 (configuration not stated),-4,-12,-1.2,8,-3,99,7,1,2,-10
CCOc1ccc(C2c3[nH]c4ccccc4c3C[C@H]3C(=O)N(C4CCN(Cc5ccccc5)CC4)CC(=O)N23)cc1OC (some centres not stated),7,0,-2.0,8,-2,102,9,3,2,7
CCCNc1ccc(S(=O)(=O)N(CC)CC)cn1,-8,-3,-3.6,3,-1,82,18,-1,7,2
Cc1ccc(C(=O)NC(=S)NNC(=O)c2ccccc2O)cc1,0,-13,-3.1,-6,2,94,17,8,1,-3
O=C(NCCOC(=O)C1COc2ccccc2O1)c1cccnc1 (configuration not stated),5,0,-1.8,-3,-3,99,8,-1,-4,11
CCOc1ccccc1NC(=O)CSc1nnc2ccc(-c3cccnc3)nn12,-2,-16,-2.0,-3,1,100,10,-1,-3,10
Cc1ccc(S(=O)(=O)N2CC(=NO)C2)cc1,2,-4,-2.6,-11,4,102,14,-2,1,21
Cc1ccc(S(=O)(=O)N2CCOCC2)cc1NC(=O)CNCc1ccc(Cl)cc1Cl,-13,0,16,3,-3,99,-60,-2,2,-11
CCC(C)N(C(=O)CSc1nc2ccc(OC)cc2[nH]1)C1CCS(=O)(=O)C1 (configuration not stated),1,5,-0.6,-8,3,99,4,-2,-1,-21
CN(CC(=O)Nc1ccncc1)S(=O)(=O)c1ccc(Cl)cc1,-9,2,-2.1,19,3,102,11,0,1,-6
O=C(OCC#CCSc1nnc(-c2cccc3ccccc23)o1)c1ccc(Br)cc1,-1,3,-0.6,-20,0,103,4,-3,0,5
CC(=O)Nc1ccc(NC(=O)C(C)OC(=O)CCSc2ccccc2Cl)cc1 (configuration not stated),-1,0,-3.5,-8,0,x,13,-3,9,46
CCC(CO)n1c(=S)[nH]c2cc(OC)c(OC)cc2c1=O (configuration not stated),13,-7,-1.9,2,-1,100,10,0,1,15
C[C@@H]1CN([C@@H](C)CO)C(=O)Cc2cc(NC(=O)Nc3cccc4ccccc34)ccc2O[C@@H]1CN(C)Cc1ccc(C(F)(F)F)cc1,-10,1,-1.3,13,1,x,7,-2,0,-2
C/C(=N/NC(=O)c1nnn(-c2nonc2N)c1COc1ccccc1)c1ccc(O)cc1,2,5,0.0,16,-3,87,0,-1,2,19
Cc1ccc(NC(=O)c2nc(C)n(-c3ccc([N+](=O)[O-])cc3)n2)cc1,1,1,3.8,-11,1,103,-20,1,2,2
CC(=O)C1=C(O)C(=O)N(c2ccc(Br)cn2)C1c1cccc([N+](=O)[O-])c1 (configuration not stated),3,-4,-1.1,6,-1,93,6,32,5,-8
Cc1ccc(C)n1-c1ccc(C(=O)N2CCOCC2)cc1,5,2,0.9,-6,-2,127,-5,1,1,29
Cc1ccc(NC(=O)CN2CCN(CCN=CC3=C(O)CC(c4ccccc4)CC3=O)CC2)cc1 (configuration not stated),-6,-2,1.0,1,0,105,-5,-1,3,x
Cc1c(CCC(=O)N[C@@H](C)C(=O)O)c(=O)oc2cc3oc4c(c3cc12)CCCC4,-5,-11,-1.8,-7,2,95,10,-4,2,8
CCOc1ccc(C(=O)NC2CCN(CC(=O)NCc3ccccc3)CC2)cc1,-3,2,-0.6,-9,2,x,3,2,4,2
O=C(Cn1nnc(-c2ccccc2)n1)NNC(=O)c1cccc([N+](=O)[O-])c1,-11,1,-2.0,5,-2,112,11,0,0,-3
Cc1ccc(NC(=O)COC(=O)Cn2cnc3ccccc32)cc1S(=O)(=O)N(C)C,-6,-4,-1.4,2,-1,98,8,0,-1,-4
CCCCn1c(=O)n(C)c(=O)c2c3c(sc21)COC(C)(C)C3,0,10,-3.3,9,0,x,14,0,-2,3
CCOc1ccc(N2C(=O)CC(N3CCN(c4ccc(Cl)cc4)CC3)C2=O)cc1 (configuration not stated),2,-1,-2.6,-7,2,117,13,1,-1,4
Cc1cc(C)nc(NS(=O)(=O)c2ccc(NC(=S)NC(=O)C3CCCC3)cc2)n1,2,3,0.2,-21,5,108,-1,-1,5,7
